Source: PubChem
GPR7 antag – GPR7 receptor antagonists, primary screen, cell-based, fluorescence, single concentration; actives 1.1% (n = 290,000); AID 1861, 2009; inhibition, % at 4.4 µM; GPR7-expressing cells, fluorescence antagonist assay; in the data active = inhibition above about 16%, passing the limit was not always enough;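 also: cells stimulated with the agonist NPW; 0% = agonist with vehicle and 100% = vehicle without agonist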
NALP1 inh – NALP1 inflammasome inhibitors in reconstituted yeast, colorimetric, S. cerevisiae, triplicate retest. S. cerevisiae NALP1/ASC/caspase-1 growth, X-gal OD620, 72 h. inhibition, % at 10 µM. actives 0.61% (n = 280,000). AID 2071, 2009; in the data active = inhibition mostly above about 24%, no sharp cut-off; inactive = mostly below about 32%; also: some compounds called inactive have numbers as strong as hits
IDE act – human IDE activators in live cells, primary screen, fluorescence polarization, HEK cells, FAbeta-B substrate; Insulin-degrading enzyme (Homo sapiens), P14735; FAbeta-B cleavage; 0% vehicle, 100% cell-free pure enzyme wells; activation, % at 5.96 µM; actives 0.073% (n = 340,000);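 active = activation above the mean of all tested compounds plus 3 SD, set per screening campaign, cut at about 17% in these data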
pCIP destab – p/CIP-EGFP fusion destabilizers, primary screen, fluorescence, F442A cells; 16 h; AID 1984, 2009; decrease of EGFP signal, % at 10 µM; actives 0.01% (n = 290,000);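 active = EGFP signal decrease of at least 30% at 10 µM or well 3 SD below plate mean, unless failing retest; inactive = the rest, including hits failing retest or dose response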; also: some compounds called inactive have numbers as strong as hits; many of its hits are not listed in these tables
Target sequence (Q05BA5 1-1403): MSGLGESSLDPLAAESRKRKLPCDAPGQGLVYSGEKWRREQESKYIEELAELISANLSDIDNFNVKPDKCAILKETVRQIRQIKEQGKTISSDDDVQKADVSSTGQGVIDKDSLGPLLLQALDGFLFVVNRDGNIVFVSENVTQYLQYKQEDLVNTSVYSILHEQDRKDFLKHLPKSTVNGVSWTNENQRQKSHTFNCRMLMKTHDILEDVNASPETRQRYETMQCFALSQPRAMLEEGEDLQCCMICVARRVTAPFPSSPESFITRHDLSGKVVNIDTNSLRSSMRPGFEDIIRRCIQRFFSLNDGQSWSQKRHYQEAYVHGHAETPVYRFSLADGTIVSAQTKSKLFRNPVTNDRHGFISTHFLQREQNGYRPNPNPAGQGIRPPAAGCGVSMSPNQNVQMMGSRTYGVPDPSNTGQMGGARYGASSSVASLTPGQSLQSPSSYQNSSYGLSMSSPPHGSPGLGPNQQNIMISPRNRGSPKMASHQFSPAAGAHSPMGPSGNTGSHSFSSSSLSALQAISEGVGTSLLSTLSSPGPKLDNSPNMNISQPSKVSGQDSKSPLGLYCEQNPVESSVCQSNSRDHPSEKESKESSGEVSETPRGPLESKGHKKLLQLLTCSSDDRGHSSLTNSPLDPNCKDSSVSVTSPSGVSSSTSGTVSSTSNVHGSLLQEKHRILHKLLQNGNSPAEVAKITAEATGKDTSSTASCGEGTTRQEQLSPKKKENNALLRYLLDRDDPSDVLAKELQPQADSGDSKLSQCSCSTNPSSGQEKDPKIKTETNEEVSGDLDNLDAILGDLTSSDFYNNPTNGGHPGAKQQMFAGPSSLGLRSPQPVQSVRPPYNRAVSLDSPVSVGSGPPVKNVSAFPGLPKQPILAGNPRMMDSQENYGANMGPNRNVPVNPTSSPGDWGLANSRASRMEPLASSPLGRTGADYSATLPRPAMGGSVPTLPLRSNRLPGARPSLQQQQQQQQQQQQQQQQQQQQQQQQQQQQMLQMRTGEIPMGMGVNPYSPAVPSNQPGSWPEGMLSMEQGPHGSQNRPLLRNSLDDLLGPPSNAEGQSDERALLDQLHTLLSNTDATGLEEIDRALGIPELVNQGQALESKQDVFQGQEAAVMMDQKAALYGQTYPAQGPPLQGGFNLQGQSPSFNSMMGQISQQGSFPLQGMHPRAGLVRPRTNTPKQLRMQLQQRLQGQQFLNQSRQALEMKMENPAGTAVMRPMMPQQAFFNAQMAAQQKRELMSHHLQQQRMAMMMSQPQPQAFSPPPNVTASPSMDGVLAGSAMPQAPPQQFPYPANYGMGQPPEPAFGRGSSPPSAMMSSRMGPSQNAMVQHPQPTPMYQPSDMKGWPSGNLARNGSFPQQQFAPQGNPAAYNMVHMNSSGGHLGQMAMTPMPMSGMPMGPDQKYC
IDE cell inh – human IDE inhibitors in live cells, primary screen, fluorescence polarization, HEK cells, FAbetaB substrate. FAbetaB cleavage. actives 0.41% (n = 320,000). inhibition, % at 5.59 µM;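 active = percent inhibition above the average of all tested compounds plus 3 SD, set per screening campaign, cut at about 16% in these data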;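 also: IDE supplied by intact live HEK cells; FP after avidin binding of uncleaved biotin substrate so inhibition keeps polarization high; 0% = DMSO wells and 100% = 60 µM reference IDE inhibitor Ii1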
VIM-2 inhibitor – VIM-2 metallo-beta-lactamase inhibitors, primary screen, biochemical, epi-absorbance readout, Pseudomonas aeruginosa enzyme. purified VIM-2, nitrocefin hydrolysis, epi-absorbance fluorescence. inhibition, % at 5.6 µM. actives 0.89% (n = 290,000). AID 1527, 2009;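 active = inhibition above the mean of all tested compounds plus 3 SD, cutoff set per screening run, cut at about 7.5% in these data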;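 also: red hydrolysis product quenches plate fluorescence so inhibitors raise well fluorescence; 0% = enzyme with DMSO and 100% = DMSO without enzyme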
PHOSPHO1 block – PubChem AID 1565; actives 1.1% (n = 290,000); inhibition, % at 13.3 µM; recombinant PHOSPHO1, absorbance phosphatase assay; Phosphoethanolamine/phosphocholine phosphatase (Homo sapiens), Q8TCT1; in the data active = inhibition above about 60%
IMP-1 inhibitor – IMP-1 metallo-beta-lactamase inhibitors, primary screen, biochemical, epi-absorbance readout, Pseudomonas aeruginosa enzyme; purified IMP-1, nitrocefin hydrolysis, epi-absorbance fluorescence; inhibition, % at 5.6 µM; actives 0.45% (n = 290,000); AID 1556, 2009;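 active = inhibition above the mean plus 3 SD of all compounds in the same screening run, cut at about 4.5% in these data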;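 also: 0% = IMP-1 with DMSO and 100% = DMSO wells lacking enzyme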
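Assay system: purified recombinant IMP-1 beta-lactamase. Input: IMP-1 0.2 nM before substrate addition. Buffer or medium: Zinc- and detergent-supplemented HEPES buffer, pH 7.1. Schedule: 25 °C, 15 min preincubation, 25 min reaction. Signal: Epi-absorbance fluorescence, 480 nm excitation, 530 nm emission. Evaluation: percent inhibition from optical density relative to buffer-blank wells.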
M18AAP inhibitor – PfM18AAP inhibitors, malaria aminopeptidase, primary screen, biochemical, QFRET, recombinant enzyme; M18 aspartyl aminopeptidase (Plasmodium falciparum 3D7); actives 1.2% (n = 290,000); inhibition, % at 7.35 µM; H-Glu-NHMec fluorogenic cleavage; AID 1822, 2009;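 active = inhibition above the campaign mean inhibition over all tested compounds plus 3 SD, cut at about 28% in these data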;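 also: 0% = plate median of test compound wells and 100% = 2 mM ZnCl2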
Starred values were filed as active, the others as inactive.

Results for COC(C#CCCN(C)C)(c1ccccc1)c1ccccc1 ?
GPR7 antag: -7; NALP1 inh: 9; IDE act: 5; pCIP destab: 5; IDE cell inh: 8; VIM-2 inhibitor: -0.6; PHOSPHO1 block: -6; IMP-1 inhibitor: -1.2; M18AAP inhibitor: -7

What do the screens show for `CCC(NC(=O)CCc1nnc(-c2cc(C)on2)o1)C12CC3CC(CC(C3)C1)C2` (stereo unspecified)?
GPR7 antag: 5; NALP1 inh: -36; IDE act: -3; pCIP destab: -9; IDE cell inh: 4; VIM-2 inhibitor: -2.5; IMP-1 inhibitor: -5.0; M18AAP inhibitor: -9

How did CC(C)CCOCC1CC2(CC(C)(c3csc(N)n3)OC2=O)C(=O)O1 (stereo unspecified) do in these assays?
GPR7 antag: -1; NALP1 inh: 5; IDE act: -3; pCIP destab: -18; IDE cell inh: 4; VIM-2 inhibitor: -3.1; PHOSPHO1 block: -2; IMP-1 inhibitor: -5.4; M18AAP inhibitor: -6

How did CCN1C(=O)c2ccc(C(=O)O)cc2C1=O do in these assays?
GPR7 antag: -10; NALP1 inh: -18; IDE act: 4; pCIP destab: -6; IDE cell inh: 8; VIM-2 inhibitor: -2.5; PHOSPHO1 block: 4; IMP-1 inhibitor: -3.9; M18AAP inhibitor: 9

How did COc1ccc(N2CC(C(=O)N/N=C/c3ccc(C)cc3)CC2=O)cc1 (stereo unspecified) do in these assays?
GPR7 antag: 3; NALP1 inh: 0; IDE act: 3; pCIP destab: 12; IDE cell inh: 4; VIM-2 inhibitor: -3.3; PHOSPHO1 block: 24; IMP-1 inhibitor: -5.7; M18AAP inhibitor: 6

How did CCn1c(=NC(=O)COc2ccccc2)sc2cccc(F)c21 do in these assays?
GPR7 antag: -16; NALP1 inh: -4; IDE act: 3; pCIP destab: 7; IDE cell inh: -1; VIM-2 inhibitor: -1.5; PHOSPHO1 block: 28; IMP-1 inhibitor: -2.6; M18AAP inhibitor: 3

Results for CNC(=O)CN1C(=O)NC(Cc2c[nH]c3ccccc23)C1=O (stereo unspecified) ?
GPR7 antag: -8; NALP1 inh: 2; IDE act: -1; pCIP destab: -3; IDE cell inh: 3; VIM-2 inhibitor: -0.8; PHOSPHO1 block: 29; IMP-1 inhibitor: -1.3; M18AAP inhibitor: -7

What do the screens show for `Cc1cccc(-c2nnn(CC/C(N)=N/O)n2)c1`?
GPR7 antag: 6; NALP1 inh: 23; IDE act: -3; pCIP destab: 9; IDE cell inh: -3; VIM-2 inhibitor: -5.4; PHOSPHO1 block: -14; IMP-1 inhibitor: -3.3; M18AAP inhibitor: 3

What do the screens show for `COc1ccc(OC)c(Nc2ncnc3ccc(Br)cc23)c1`?
GPR7 antag: 8; IDE act: 0; pCIP destab: 6; IDE cell inh: 3; VIM-2 inhibitor: -0.5; IMP-1 inhibitor: -1.1; M18AAP inhibitor: -1

What do the screens show for `Cc1cccc(NC(=O)Cn2cnc3ccc(S(=O)(=O)N4CCC(C)CC4)cc3c2=O)n1`?
GPR7 antag: -12; NALP1 inh: -1; IDE act: -6; pCIP destab: 1; IDE cell inh: -2; VIM-2 inhibitor: -3.6; PHOSPHO1 block: 2; IMP-1 inhibitor: -2.6; M18AAP inhibitor: -19

What do the screens show for `CCOC(=O)c1c(Cc2ccccc2)c[nH]c1C`?
GPR7 antag: -6; NALP1 inh: 2; IDE act: 2; pCIP destab: 5; IDE cell inh: -5; VIM-2 inhibitor: 1.5; PHOSPHO1 block: -7; IMP-1 inhibitor: 0.9; M18AAP inhibitor: 1

Results for CC1CN(C(=O)N2CCOCC2)CCN1C(=O)N1CCOCC1 (stereo unspecified) ?
GPR7 antag: -1; NALP1 inh: 2; IDE act: 4; pCIP destab: -8; IDE cell inh: 7; VIM-2 inhibitor: 0.2; PHOSPHO1 block: 1; IMP-1 inhibitor: -2.3; M18AAP inhibitor: -14

Results for CCOc1ccccc1OCCOCCN1CC(C)OC(C)C1 (stereo unspecified) ?
GPR7 antag: -5; IDE act: -2; pCIP destab: -3; IDE cell inh: 3; VIM-2 inhibitor: -4.1; PHOSPHO1 block: -4; IMP-1 inhibitor: 3.3; M18AAP inhibitor: 16

Results for CC(C)CNC(=O)COC(=O)c1c2c(nc3ccccc13)CCC2 ?
GPR7 antag: -14; NALP1 inh: 1; IDE act: 3; pCIP destab: 0; IDE cell inh: 1; VIM-2 inhibitor: -0.9; PHOSPHO1 block: 28; IMP-1 inhibitor: -0.5; M18AAP inhibitor: 2

How did O=C(NC1CCCCC1)C1CCN(S(=O)(=O)N2CCOCC2)CC1 do in these assays?
GPR7 antag: -2; NALP1 inh: 10; IDE act: 9; pCIP destab: -4; IDE cell inh: -2; VIM-2 inhibitor: -0.4; PHOSPHO1 block: 6; IMP-1 inhibitor: -0.9; M18AAP inhibitor: -15

How did CC(C)(C)c1ccc(-c2nnc(SC3CCOC3=O)n2Cc2ccccc2)cc1 (stereo unspecified) do in these assays?
GPR7 antag: 8; NALP1 inh: 19; IDE act: -2; pCIP destab: 4; IDE cell inh: -5; VIM-2 inhibitor: -5.5; PHOSPHO1 block: -7; IMP-1 inhibitor: -2.8; M18AAP inhibitor: 6

How did COc1ccc2[nH]cc(/C=C/c3cc[n+](C)cc3)c2c1 do in these assays?
GPR7 antag: -10; NALP1 inh: -53; IDE act: -10; pCIP destab: -76; IDE cell inh: 13; VIM-2 inhibitor: 3.5; PHOSPHO1 block: 30; IMP-1 inhibitor: -1.8; M18AAP inhibitor: 0

Results for Cn1c(/C=N/c2nc3ccccc3[nH]2)nc2ccccc21 ?
GPR7 antag: -15; NALP1 inh: -1; IDE act: 7; pCIP destab: 0; IDE cell inh: -6; VIM-2 inhibitor: -5.3; PHOSPHO1 block: -40; IMP-1 inhibitor: -0.9; M18AAP inhibitor: 5

Results for Cc1ccc(CN2CCN(Cc3ccon3)CC2CCO)cc1 (stereo unspecified) ?
GPR7 antag: -15; NALP1 inh: 10; pCIP destab: 2; IDE cell inh: 7; VIM-2 inhibitor: -0.7; PHOSPHO1 block: 15; IMP-1 inhibitor: -2.4; M18AAP inhibitor: 3

What do the screens show for `COC(=O)C(Cc1ccc(O)cc1)NC(=O)CCC(=O)Nc1ccc(S(N)(=O)=O)cc1` (stereo unspecified)?
GPR7 antag: -1; NALP1 inh: 29; IDE act: 8; pCIP destab: -2; IDE cell inh: -2; VIM-2 inhibitor: -4.5; PHOSPHO1 block: 1; IMP-1 inhibitor: -1.7; M18AAP inhibitor: 7

How did CC(=O)N1c2ccc(S(=O)(=O)N3CCCC3C(=O)Nc3ccc(C)cc3)cc2CC1C (stereo unspecified) do in these assays?
GPR7 antag: -1; NALP1 inh: 5; IDE act: 4; pCIP destab: -29; IDE cell inh: 6; VIM-2 inhibitor: -0.4; PHOSPHO1 block: 28; IMP-1 inhibitor: -1.5; M18AAP inhibitor: -3

How did CCn1c(NC(=O)Nc2cccc(C)c2C)cc2sccc21 do in these assays?
GPR7 antag: -3; NALP1 inh: 14; IDE act: -6; pCIP destab: -29; IDE cell inh: 2; VIM-2 inhibitor: 5.0; PHOSPHO1 block: 17; IMP-1 inhibitor: -2.9; M18AAP inhibitor: -3

How did CC(=O)Nc1ccc(NC(=O)CCn2cnnn2)cc1 do in these assays?
GPR7 antag: -6; NALP1 inh: -17; IDE act: 0; pCIP destab: 0; IDE cell inh: 0; VIM-2 inhibitor: -0.1; PHOSPHO1 block: 24; IMP-1 inhibitor: -2.4; M18AAP inhibitor: 2

How did Cc1c(NC(=O)C(C)N2C(=O)c3ccccc3C2=O)c(=O)n(-c2ccccc2)n1C (stereo unspecified) do in these assays?
GPR7 antag: -5; NALP1 inh: 0; IDE act: 3; pCIP destab: -3; IDE cell inh: 4; VIM-2 inhibitor: -6.0; PHOSPHO1 block: 11; IMP-1 inhibitor: -1.4; M18AAP inhibitor: 12

How did CC(=O)c1sc(C(C)(C)C)cc1NC(=O)CCC(=O)O do in these assays?
GPR7 antag: -4; NALP1 inh: 25; IDE act: 7; pCIP destab: 1; IDE cell inh: 0; VIM-2 inhibitor: -1.4; PHOSPHO1 block: -1; IMP-1 inhibitor: -3.1; M18AAP inhibitor: 2

How did COc1ccc(C(=O)N/N=C\c2coc3ccc(C)cc3c2=O)cc1 do in these assays?
GPR7 antag: -7; NALP1 inh: 0; IDE act: 5; pCIP destab: -1; IDE cell inh: -1; VIM-2 inhibitor: -1.7; PHOSPHO1 block: 9; IMP-1 inhibitor: 8.7*; M18AAP inhibitor: -4

How did COC(=O)c1[nH]c2cc(OC)ccc2c1NC(=O)CN1CCC(C(N)=O)CC1 do in these assays?
GPR7 antag: 8; NALP1 inh: 17; IDE act: -3; pCIP destab: -7; IDE cell inh: 8; VIM-2 inhibitor: -3.9; PHOSPHO1 block: 29; IMP-1 inhibitor: -3.2; M18AAP inhibitor: -4

Results for Cc1cc(C)nc(NC(=S)Nc2ccc(Br)cc2Cl)c1 ?
GPR7 antag: -11; NALP1 inh: 18; IDE act: 0; pCIP destab: 1; IDE cell inh: -7; VIM-2 inhibitor: 0.0; PHOSPHO1 block: -44; IMP-1 inhibitor: -1.5; M18AAP inhibitor: -9

How did N#CCCn1cc(C(=O)Nc2ccc(C(=O)O)cc2)c(-c2cccs2)n1 do in these assays?
GPR7 antag: -16; NALP1 inh: -11; IDE act: -2; pCIP destab: -52; IDE cell inh: -1; VIM-2 inhibitor: -1.3; PHOSPHO1 block: 3; IMP-1 inhibitor: -1.2; M18AAP inhibitor: -1

What do the screens show for `CC(=O)Nc1ccc(S(=O)(=O)N2CCN(c3nnnn3-c3ccccc3)CC2)cc1`?
GPR7 antag: -7; NALP1 inh: -5; IDE act: 4; pCIP destab: -7; IDE cell inh: 3; VIM-2 inhibitor: -1.4; PHOSPHO1 block: 5; IMP-1 inhibitor: -3.4; M18AAP inhibitor: 3

How did COC(=O)c1c(C)oc2ccc(OC(=O)N3CCOCC3)cc12 do in these assays?
GPR7 antag: -2; NALP1 inh: 18; IDE act: -4; pCIP destab: -3; IDE cell inh: -1; VIM-2 inhibitor: -1.1; PHOSPHO1 block: 14; IMP-1 inhibitor: -2.1; M18AAP inhibitor: 6

Results for CC(C(=O)c1ccc(Br)cc1)[n+]1cccc2ccccc21 (stereo unspecified) ?
GPR7 antag: -1; NALP1 inh: 9; IDE act: -1; pCIP destab: -32; IDE cell inh: 5; VIM-2 inhibitor: -1.7; PHOSPHO1 block: 24; IMP-1 inhibitor: -1.4; M18AAP inhibitor: 12

2 neighbouring compounds out of the list so far, for reference:
How did COC(=O)c1c(C)oc2ccc(OC(=O)N3CCOCC3)cc12 do in these assays?
GPR7 antag: -2; NALP1 inh: 18; IDE act: -4; pCIP destab: -3; IDE cell inh: -1; VIM-2 inhibitor: -1.1; PHOSPHO1 block: 14; IMP-1 inhibitor: -2.1; M18AAP inhibitor: 6

Results for CC(C(=O)c1ccc(Br)cc1)[n+]1cccc2ccccc21 (stereo unspecified) ?
GPR7 antag: -1; NALP1 inh: 9; IDE act: -1; pCIP destab: -32; IDE cell inh: 5; VIM-2 inhibitor: -1.7; PHOSPHO1 block: 24; IMP-1 inhibitor: -1.4; M18AAP inhibitor: 12
